Screening data from PubChem BioAssay.
FLuc counter = qHTS profiling assay for firefly luciferase inhibitor/activator using purifed enzyme and Km concentrations of substrates (counterscreen for miR-21 project); purified FLuc, Km substrates, luminescence inhibition; hit rate 6.9% among 360,000; Luciferin 4-monooxygenase (Photinus pyralis), P08659; AID 588342, 2011; Potency, µM (series often up to 57.5 µM), without a hit: at the top dose activity change, negative = inhibition, hits mostly inhibitors;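 also: potency is read from the fitted curve at half-maximal effect; plate controls were vehicle for no effect and reference inhibitor for full effect; nearly all actives have a fitted effect of over 55% in size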
Target sequence (P08659 whole entry, looked up): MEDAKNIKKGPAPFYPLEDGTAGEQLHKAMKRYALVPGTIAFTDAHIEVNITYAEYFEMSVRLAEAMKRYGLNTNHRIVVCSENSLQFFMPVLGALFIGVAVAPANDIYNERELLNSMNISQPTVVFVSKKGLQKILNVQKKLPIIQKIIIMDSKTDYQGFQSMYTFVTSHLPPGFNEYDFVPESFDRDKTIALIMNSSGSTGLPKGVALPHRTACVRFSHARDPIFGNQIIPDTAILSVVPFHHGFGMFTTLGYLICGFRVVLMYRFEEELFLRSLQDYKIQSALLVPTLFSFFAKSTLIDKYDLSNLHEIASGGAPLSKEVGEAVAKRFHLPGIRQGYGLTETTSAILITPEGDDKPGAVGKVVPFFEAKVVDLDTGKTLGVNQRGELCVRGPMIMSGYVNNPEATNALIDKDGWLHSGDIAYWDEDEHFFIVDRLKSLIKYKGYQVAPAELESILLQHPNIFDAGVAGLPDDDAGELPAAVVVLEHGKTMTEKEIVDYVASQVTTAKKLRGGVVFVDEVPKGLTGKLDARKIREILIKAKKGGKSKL
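Purified P. pyralis luciferase, 10 nM final, with Km-level 10 uM D-luciferin and 10 uM ATP in 50 mM Tris acetate pH 7.5, 10 mM Mg acetate, 0.01% Tween-20, 0.05% BSA; 6-point qHTS titration about 60 µM downward; luminescence read.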
ELG1 genotox = qHTS screen for small molecules that induce genotoxicity in human embryonic kidney (HEK293T) cells expressing luciferase-tagged ELG1; HEK293T ELG1-luciferase reporter, luminescence, 16 h; Potency, µM (doses to about 46 µM), inactives show at the highest dose activity change, positive = activation, usual class: activators; hit rate 1.3% among 330,000; AID 504466, 2011; also: potency is read from the fitted curve at half-maximal effect; % of control where 0% means no effect; nearly all actives have a fitted effect of over 60% in size
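Reporter readout depends on ELG1 protein level, which increases with genetic stress. After 16 hr compound exposure at 37 °C, luciferase activity was quantified using ONE-Glo.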
Rab9 prom act = qHTS Assay for Rab9 Promoter Activators; Huh7 Rab9 promoter-luciferase reporter, luminescence, 24 h; hit rate 2.8% among 320,000; Potency, µM (titrated, usually from 9.22 µM), for inactives: top-dose activation, negative = inhibition, usual class: activators; AID 485297, 2010; also: potency is read from the fitted curve at half-maximal effect; % of control where 0% means no effect; nearly all actives have a fitted effect of over 60% in size
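Cells were plated at 1500 per well in reduced-serum medium with 10% FBS and left 2 h. Compound in DMSO was then added for 24 h at 37 °C. Reporter signal was read by luminescence after 10 min with luciferase detection reagent.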
p53 reactivator = qHTS assay for re-activators of p53 using a Luc reporter; Potency, µM (series often up to 92.2 µM), inactives show top-dose activity change, positive = activation, usual class: activators; hit rate 0.063% among 320,000; H1299 p53-A138V BP100-luciferase reporter, luminescence, 24 h; also: potency is read from the fitted curve at half-maximal effect; % of control where 0% means no effect; nearly all actives have a fitted effect of over 45% in size
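H1299 (p53-null), stable ts p53-A138V + BP100-Luc; 1000 cells/well, Opti-MEM/10% FBS; cpd 4 pt, 1:5; 24 h, 37 deg C, 5% CO2; detection reagent 10 min RT; luminescence.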
Gal4-VP16 FLuc = VP16 counterscreen qHTS for inhibitors of ROR gamma transcriptional activity; hit rate 3.5% among 310,000; Potency, µM (titrated, usually from 53.6 µM), inactives show top-dose activity, negative = inhibition, most hits filed as inhibitors; Drosophila S2 Gal4-VP16 UAS-luciferase, luminescence, 20 h; AID 2546, 2010;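 also: Gal4-VP16 expression switched on by copper sulfate through the metallothionein promoter; potency is read from the fitted curve at half-maximal effect; % is scaled to controls: 0 for no effect and ±100 for the full control effect; nearly all actives have a fitted effect of over 50% in size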
Tb PFK inh = qHTS Assay to Find Inhibitors of T. brucei phosphofructokinase. hit rate 0.17% among 330,000. T. brucei PFK, ADP-Glo luminescence. Potency, µM (top dose mostly 57.5 µM), for the others: at the highest dose activity, negative = inhibition, usual class: inhibitors. ATP-dependent 6-phosphofructokinase (Trypanosoma brucei brucei), O15648;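 also: potency is read from the fitted curve at half-maximal effect; 0% = uninhibited 1x PFK enzyme wells and -100% = no-enzyme wells; nearly all actives have a fitted effect of over 60% in size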
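Luminescent ADP detection (ADP-Glo, two-step: ATP depletion then ADP-to-ATP conversion for luciferase) reported PFK activity after 45 min room-temperature reaction of 1.25 nM enzyme with 0.5 mM F6P and 0.1 mM ATP at pH 8.0.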
TRPV1 agonist = HTS Assay for Compounds that Act as Agonists of the Vanilloid Receptor 1; Transient receptor potential cation channel subfamily V member 1 (Homo sapiens), Q8NER1; TRPV1-expressing cells, Fluo-8 calcium influx, agonist mode; activation, % at 8.33 µM; hit rate 0.19% among 320,000; AID 540275, 2011; in the data active = activation above about 80%; inconclusive = between about 30% and that limit; also: 0% is about no effect
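Cells expressing TRPV1 were dye-loaded with Fluo-8 and read kinetically: 10 s baseline, 3 min after compound (agonist portion), then 2 min after EC20 capsaicin (allosteric enhancer portion). Calcium-bound dye fluorescence at 480/520 nm.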
BRCA1 expr up = qHTS Assay to Identify Small Molecule Activators of BRCA1 Expression; Potency, µM (doses to about 46.1 µM), without a hit: at the top dose activation, hits mostly activators; MCF7-BRCA1-FFLuc reporter, luminescence, 48 h; response scale: scaled: vehicle 0%, 10 µM genistein 100%; hit rate 1.1% among 380,000; AID 624202, 2012; also: potency is read from the fitted curve at half-maximal effect; nearly all actives have a fitted effect of over 80% in size; some results filed as inactive show a strong effect at the top dose
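48 h compound treatment of MCF7-BRCA1-FFLuc cells (phenol-red free MEM, 37 °C), then 15 min with luciferase substrate and luminescence imaging.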
ELG1 DNA repair = qHTS screen for small molecules that inhibit ELG1-dependent DNA repair in human embryonic kidney (HEK293T) cells expressing luciferase-tagged ELG1; AID 504467, 2011; Potency, µM (series often up to 46.1 µM), inactives show top-dose activity change, negative = inhibition, hits mostly inhibitors; HEK293T ELG1-luciferase reporter, luminescence, 16 h; DNA damage induced by 5-fluorouridine; hit rate 2.3% among 330,000; also: potency is read from the fitted curve at half-maximal effect; % is scaled to controls: 0 for no effect and ±100 for the full control effect; nearly all actives have a fitted effect of over 55% in size
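Overnight (16 hr) co-exposure of 2,000 cells/well to 5-fluorouridine and compound at 37 °C preceded detection. Luciferase was quantified via ONE-Glo luminescence; loss of signal denotes inhibition.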
NPC1 promoter act = qHTS Assay for NPC1 Promoter Activators; hit rate 2.4% among 320,000; Potency, µM (titrated, usually from 9.22 µM), for inactives: top-dose activation, actives largely listed as activators; Huh7 NPC1 promoter luciferase reporter, 24 h;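 also: potency is read from the fitted curve at half-maximal effect; % of control where 0% means no effect; nearly all actives have a fitted effect of over 60% in size; reporter is driven by a mutant NPC1 promoter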
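Huh7 reporter cells (NPC1 promoter driving luciferase) are dosed with compound for 24 h at 37 °C, 5% CO2; luciferase detection reagent is then added and luminescence measured after 10 min at ambient temperature.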
RORg inh = qHTS for inhibitors of ROR gamma transcriptional activity; hit rate 5.4% among 310,000; Drosophila S2 Gal4-RORgamma UAS-luciferase reporter, 20 h; Potency, µM (top dose mostly 53.6 µM), for inactives: top-dose activity change, negative = inhibition, actives largely listed as inhibitors; Nuclear receptor ROR-gamma (Mus musculus), P51450; AID 2551, 2010; also: potency is read from the fitted curve at half-maximal effect; % is scaled to controls: 0 for no effect and ±100 for the full control effect; nearly all actives have a fitted effect of over 60% in size
Target sequence (P51450 whole entry, looked up, the tested form may be a part): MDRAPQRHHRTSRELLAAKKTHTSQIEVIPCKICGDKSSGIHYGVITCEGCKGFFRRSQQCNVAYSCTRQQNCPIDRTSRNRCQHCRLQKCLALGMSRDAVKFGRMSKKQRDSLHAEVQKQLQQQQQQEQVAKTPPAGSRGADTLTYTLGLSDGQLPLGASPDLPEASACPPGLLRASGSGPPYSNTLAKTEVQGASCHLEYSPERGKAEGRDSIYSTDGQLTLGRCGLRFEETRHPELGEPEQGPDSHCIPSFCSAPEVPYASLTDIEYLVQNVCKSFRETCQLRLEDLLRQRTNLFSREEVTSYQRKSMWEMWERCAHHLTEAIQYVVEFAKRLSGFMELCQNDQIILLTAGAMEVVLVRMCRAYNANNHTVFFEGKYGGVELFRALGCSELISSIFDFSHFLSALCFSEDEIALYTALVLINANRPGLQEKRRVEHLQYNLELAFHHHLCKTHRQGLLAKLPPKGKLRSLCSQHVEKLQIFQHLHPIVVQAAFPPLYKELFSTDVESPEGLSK
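Stable Schneider cell line, Gal4 DNA-binding domain fused to ROR gamma, UAS-luciferase. Cmpd 1 hr RT → CuSO4 700 uM final → 20 hr RT → luciferase reagent 10 min → luminescence.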
* = called active by the depositor; ? = inconclusive; . = not tested or not shown; [ ] = dose if it differs, or a comment. Unless noted, calls follow the shape of the dose curve; as a rule, active = well fitted curve in the direction sought with a large enough effect; inconclusive = small, poorly fitted or top-dose-only effect, or another doubt; inactive = no such curve, though single readings can be large; an effect the other way counts as inactive or inconclusive.

Below each SMILES: FLuc counter, ELG1 genotox, Rab9 prom act, p53 reactivator, Gal4-VP16 FLuc, Tb PFK inh, TRPV1 agonist, BRCA1 expr up, ELG1 DNA repair, NPC1 promoter act, RORg inh
> COc1ccc(OC)c2sc(NC(=O)C3CC3)nc12
→ -12%, ?, 8%, -4%, 8%, 2%, 8, -47%, 23%, 6%, 8%
> CC(C)c1nnc(SCC(=O)NC2CCCCC2)n1C
→ 1%, 0%, -3%, 0%, 2%, 1%, -1, 27%, 6%, -4%, -25%
> COc1ccccc1NC(=O)C(C)Sc1nc(-c2ccccc2)cn1N (centres undefined)
→ 3%, 0%, -1%, 3%, ., -5%, 4, -9%, -9%, 6%, .
> O=C(N=Nc1c(O)n(C2OC(=O)c3ccccc32)c2ccccc12)c1ccc(O)cc1 (centres undefined)
→ 8%, 9%, 7%, ?, 2.8µM*, 0%, 2, 22%, ?, -1%, 2.8µM*
> CCOC(=O)C1CCN(C(=O)C2CCN(S(=O)(=O)c3ccc4c(c3)CC(C)N4C(C)=O)CC2)CC1 (centres undefined)
→ -3%, 0%[9.26 µM], -8%, -4%, 2%, -9%, 4, -12%, 10µM*, -6%, 10%
> CSc1ccccc1NC(=O)c1c(Br)cnn1C
→ 2%, 2%, 18%, -1%, 2%, -4%, 1, -5%, -8%, 0%, -18%
> Cc1noc(C(=O)Nc2ccc(F)c(Cl)c2)c1Cl
→ -15%, 10%, 21%, 9%, 23%, 2%, ?, -17%, ?, 26%, 20%
> CCN(CC)C(=O)C(C)N(C#N)c1nc(C)cc(C)n1 (centres undefined)
→ 3%, 2%, -3%, -9%, -18%, 0%, -1, 8%, 22%, 0%, -18%
> N#CCSc1nnc(Cc2cccs2)n1C1CCCCC1
→ 2%, 1%, -4%, 13%, 3%, 0%, 9, 0%, -10%, -7%, 23%
> COc1ccccc1NS(=O)(=O)c1cc(NC(=O)/C=C/c2cccs2)ccc1N1CCOCC1
→ 2%, 17%, -6%, -6%, 0%, -2%, -4, -42%, ?, -1%, -3%[10 µM]
> COc1ccc(NC(=O)COC(=O)c2ccc3ccccc3n2)c(OC)c1
→ ., 0%, ., -8%, ., 9%, ., 1%, 21%, ., .
> COc1cccc(C(=O)NC2CCN(CC(=O)Nc3cccc(C)c3C)CC2)c1
→ 1%, -1%, -6%, -6%, ?, 1%, 0, 13%, -13%, -2%, ?
> CC(Oc1ccc2ccc(=O)oc2c1)C(=O)N1CCOCC1 (centres undefined)
→ -12%, 4%, -4%, 2%, ., 0%, -2, -7%, 18%, 1%, .
> CCn1cc(CN2CCCC(C(=O)c3ccc(-c4ccccc4)cc3)C2)cn1 (centres undefined)
→ 0%, -1%, 0%, 3%, -7%, -14%, -1, -4%, 17%, -8%, 18%
> CCCc1nnc(NC(=O)CCCC(=O)O)s1
→ 2%, -5%, -6%, -7%, -3%, 0%, 0, 24%, -2%, -2%, 3%
> Cc1ccc(S(=O)(=O)N2C(=O)/C(=C3\SC(=S)NC3=O)c3ccccc32)cc1
→ 3%, -5%, -3%, 0%, 1%, -4%, -3, ., -16%, 2%, 6%
> COc1ccc(-n2ncc3c2CC(C)(C)CC3NC(=O)CCN2CCCCC2=O)cc1 (centres undefined)
→ 2%, -3%, 4%, 1%, 3%, 2%, -4, 5%, 13%, 2%, 1%
> Cc1cc2nc(C3CCCN(C(=O)NCc4ccccc4)C3)[nH]c2cc1C (centres undefined)
→ ?, ?, 25%, 5%, -1%, -3%, 5, 76%, ?, 24%, 3%
> CC(c1ccco1)N(C(=O)c1ccccc1F)c1ccccn1 (centres undefined)
→ -2%, -1%, 0%, 6%, 2%, -1%, -3, 5%, 13%, -4%, -3%
> Cc1ccc(NC(=S)NC(=O)c2cccs2)cc1F
→ ., 15%, ., ?, ., 0%, ., 3.5µM*, ?, ., .
> Cc1ccc(CN2C3=NCCCN3c3ccccc32)cc1
→ 1%, -2%, -1%, -7%, 4%, 1%, 11, -8%, -20%, -2%, -5%
> CCN(c1ccccc1)S(=O)(=O)c1ccc(Cl)c(C(=O)OCC(=O)NC(=O)C(C)C)c1
→ -5%, 1%, 3%, 2%, -17%, 1%, 23, -6%, -1%, 0%, 0%
> CN(CCNC(=O)c1cc2c(=O)n(C)c3ccccc3c2n1C)Cc1ccccc1
→ 0%, 5%, 0%, 3%, ?, 4%, 3, -20%, ?, 0%, 11µM*
> COc1ccc(NC(=O)c2cc(S(=O)(=O)N3CCCC3)oc2C)cc1
→ -8%, -9%, -4%, -6%, -7%, 0%, -3, -15%, ?, -1%, 11%
> COCCCNC(=O)C1Cc2cc(S(=O)(=O)N3CCCC3)ccc2N1C(C)=O (centres undefined)
→ 0%, 6%, -1%, 6%, 4%, -4%, 1, -12%, -1%, 1%, -10%
> COc1ccc(N(CC(=O)N/N=C/c2cccc(OC)c2OC)S(=O)(=O)c2ccccc2)cc1
→ 2%, 1%, 5%, 1%, -3%, -6%, -4, 6%, -15%, 2%, 1%
> COC(=O)CSc1nnc(-c2cnccn2)n1C
→ 0%, 3%, -3%, 2%, -1%, -3%, 3, -1%, 9%, -3%, -18%
> O=C1CCC(C(=O)Nc2cccc3ccccc23)N1 (centres undefined)
→ 3%, 3%, -2%, -2%, 11%, 0%, -5, -10%, -5%, -2%, 14%
> Cn1nnc(NC(=O)COc2ccc(C3CCCCC3)cc2)n1
→ ?, 11%, -6%, -1%, -3%, -11%, -1, 1%, -5%, -1%, 18%
> COc1ccc(CNC(=O)c2ccc(Br)s2)cc1OC
→ 0%, -4%, 0%, 0%, -2%, 0%, ?, -2%, 0%, 2%, ?

Next section, overlapping the part above by four compounds.
Below each SMILES: FLuc counter, ELG1 genotox, Rab9 prom act, p53 reactivator, Gal4-VP16 FLuc, Tb PFK inh, TRPV1 agonist, BRCA1 expr up, ELG1 DNA repair, NPC1 promoter act, RORg inh
> COC(=O)CSc1nnc(-c2cnccn2)n1C
→ 0%, 3%, -3%, 2%, -1%, -3%, 3, -1%, 9%, -3%, -18%
> O=C1CCC(C(=O)Nc2cccc3ccccc23)N1 (centres undefined)
→ 3%, 3%, -2%, -2%, 11%, 0%, -5, -10%, -5%, -2%, 14%
> Cn1nnc(NC(=O)COc2ccc(C3CCCCC3)cc2)n1
→ ?, 11%, -6%, -1%, -3%, -11%, -1, 1%, -5%, -1%, 18%
> COc1ccc(CNC(=O)c2ccc(Br)s2)cc1OC
→ 0%, -4%, 0%, 0%, -2%, 0%, ?, -2%, 0%, 2%, ?
> CC(C)(C)c1ccc(C(=O)Nc2nnc(Cc3c[nH]c4ccccc34)s2)cc1
→ -5%, -3%, 3%, -10%, -10%, -4%, 0, -45%, 11%, 9%, ?
> COc1ccc(S(=O)(=O)N(C)CC(=O)N2CCN(Cc3ccccc3)CC2)cc1C
→ 0%, -5%, -2%, -1%, 5%, -5%, 11, -20%, -26%, -3%, 0%
> CC(=O)NC1CCN(CC(=O)Nc2nccs2)CC1
→ 2%, 2%, -1%, -10%, -11%, 1%, -2, -8%, -1%, -5%, 4%
> CCCOC1CCCN(C(=O)c2ccc(OC)c(OC3CCN(C(C)C)CC3)c2)C1 (centres undefined)
→ -11%, -1%, 0%, 23%, 1%, -3%, 0, -6%, 23%, 1%, -1%
> CC(C)(C)n1nnnc1C(c1cccs1)N(Cc1cccnc1)Cc1ccco1 (centres undefined)
→ 7%, -3%, -5%, -10%, -4%, -18%, 24, -31%, 16%, -2%, -5%
> Cc1ccc2c(CN(C)Cc3ccc(OC(F)F)cc3)cc(=O)oc2c1C
→ 5%, 1%, 0%, 0%, ?, 12%, 20, -32%, -14%, -3%, ?
> CCOc1ccc2nc(Cl)c(CN(C(=O)c3cnccn3)C3CCCC3)cc2c1
→ 0%, -5%, 1%, 1%, -11%, -5%, -9, 0%, 15µM*, -7%, 0%
> CC(OC(=O)c1cnc2ccccc2n1)c1ccccc1Cl (centres undefined)
→ ?, 7%, 0%, 15%, 30%, -1%, -6, 33%, ?, -3%, 14%
